Ecoli viability = E. coli V3065 growth inhibition, primary screen, counter-screen for AddAB inhibitor project, absorbance, OD600; hit rate 0.27% among 330,000; 18 h; AID 449728, 2010; inhibition, % at 11.9 µM;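 active = inhibition above the campaign's mean inhibition across all tested compounds plus 3 SD, cut at about 9.9% in these data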;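 note: uninfected addAB+ strain grown without phage in ampicillin broth; 0% = DMSO wells and 100% = ciprofloxacin 0.95 µg/ml wells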
SR-BI DiI inh = inhibitors of SR-BI mediated HDL lipid uptake, primary screen, ldlA[mSR-BI] cells, fluorescence, single point; Scavenger receptor class B member 1 (Mus musculus), Q61009; ldlA[mSR-BI] CHO cells, DiI-HDL uptake fluorescence, 3 h; AID 488896, 2010; hit rate 0.96% among 320,000; inhibition, % at 12.5 µM;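 active = mean replicate inhibition of at least 70% and a set share of replicates each scoring 70 or more; inconclusive = meets just one of the two criteria; inactive = fails both criteria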;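 note: 0% = median of neutral control wells and 100% = median of positive control wells; values of inactives mirror those of a sister screen read the other way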
Target sequence (Q61009 whole entry, looked up): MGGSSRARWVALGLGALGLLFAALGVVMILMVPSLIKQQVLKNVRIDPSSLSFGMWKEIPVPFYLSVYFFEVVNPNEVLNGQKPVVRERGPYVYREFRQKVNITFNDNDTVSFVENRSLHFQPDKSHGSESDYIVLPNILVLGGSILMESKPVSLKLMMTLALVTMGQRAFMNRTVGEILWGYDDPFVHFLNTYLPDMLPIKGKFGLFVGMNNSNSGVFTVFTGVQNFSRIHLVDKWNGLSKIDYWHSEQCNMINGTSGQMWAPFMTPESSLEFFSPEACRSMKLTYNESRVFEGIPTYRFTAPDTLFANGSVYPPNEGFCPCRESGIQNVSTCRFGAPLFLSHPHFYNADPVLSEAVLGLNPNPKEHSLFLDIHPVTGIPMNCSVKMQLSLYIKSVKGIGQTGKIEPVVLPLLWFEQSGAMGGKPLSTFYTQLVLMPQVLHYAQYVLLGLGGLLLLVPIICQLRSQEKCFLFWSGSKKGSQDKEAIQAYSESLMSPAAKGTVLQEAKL
Wnt act = Wnt/beta-catenin pathway activators, primary screen, cell-based, plate reader, single point | Wnt/beta-catenin reporter cell assay, activator | activation, % at 9.35 µM | hit rate 1.2% among 300,000; in the data active = activation above about 30%, passing the limit was not always enough; inconclusive = no clear call, values can overlap the other calls;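 note: 0% = neutral control wells and 100% = positive control wells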
SR-BI uptake up = activators of SR-BI mediated DiI-HDL uptake, primary screen, ldlA[mSR-BI] CHO cells, DiI fluorescence | AID 504775, 2011 | 3 h; 100 = double the neutral-control signal | hit rate 0.096% among 320,000 | activation, % at 12.5 µM;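 active = mean replicate activation of at least 60% and every replicate at or above 60%; inconclusive = mean or all-replicate condition met, but not both; inactive = mean below 60% and not all replicates reaching 60%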;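 note: 0% = median plate neutral-control signal and 100% = twice that signal; values of inactives mirror those of a sister screen read the other way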
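Material: SR-BI-overexpressing, LDLR-lacking CHO cells; schedule: compound exposure 3 h, 37 °C; reagent: DiI-labelled HDL at 10 µg/mL final; technique: bottom-read fluorescence, 550/595 nm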
AddAB inh = growth inhibition of E. coli expressing H. pylori AddAB, primary screen, AddAB inhibitor project, absorbance; hit rate 0.29% among 330,000; inhibition, % at 11.9 µM; in the data active = inhibition above about 12%;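 note: 0% = vehicle wells of infected cells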
CAL PDZ FP-1 = untagged CAL PDZ binding inhibitors, primary screen, biochemical, fluorescence polarization, HTS | purified CAL PDZ, TMR-peptide fluorescence polarization, 1 h | inhibition, % at 24.9 µM | hit rate 0.92% among 300,000 | AID 602252, 2012;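 active = mean inhibition of at least 30% with at least half of replicates also reaching 30%; inconclusive = no clear call, values can overlap the other calls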;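 note: 0% = DMSO neutral control and 100% = excess unlabeled competitor peptide PRC23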
CAL PDZ FP-2 = CAL PDZ peptide-binding inhibitors, primary screen, biochemical, fluorescence polarization, Cer-tagged CAL PDZ, HTS | inhibition, % at 20 µM | purified CAL PDZ, TMR-peptide fluorescence polarization, 1 h | AID 504414, 2011 | hit rate 0.02% among 330,000;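 active = highest replicate inhibition of at least 40%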;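 note: plate controls were DMSO neutral control wells for no effect and unlabeled competitor peptide control wells for full effect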
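Test system: tagged CAL PDZ domain / Buffer or medium: sodium phosphate/NaCl buffer pH 7.4 with TCEP, IgG, Thesit / Reagent: TMR-labelled reporter peptide T*-PRC34 bound in PDZ groove / Compound dosing: single point, 20 µM / Schedule: 1 h incubation at room temperature before polarization reading / Technique: fluorescence polarization (mP) / Benchmarks: unlabelled peptide, DMSO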
Tat export inh = E. coli Tat export inhibitors, primary screen, MC4100, TorA-mCherry reporter, fluorescence, single point. AID 488895, 2010. inhibition, % at 10 µM. hit rate 0.036% among 340,000;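 active = mean replicate inhibition at least 50% and at least half of replicates individually reaching 50%; inconclusive = only one of the two criteria met; inactive = neither criterion met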;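 note: exported cargo escapes ClpAP degradation while cytoplasmic cargo is degraded and loses fluorescence; 0% = median of neutral control wells and 100% = median of NaSCN control wells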
phage Ecoli inh = growth loss of phage-infected E. coli, primary screen, RecBCD inhibitor project, absorbance, with phage, HTS; inhibition, % at 11.9 µM; hit rate 0.26% among 360,000; AID 651602, 2012; in the data active = inhibition above about 11%
MITF TRPM1 HTS = activators of MITF-driven TRPM1 promoter reporter, primary screen, cell-based, SK-MEL-5, luciferase, single point. activation, % at 12.5 µM. SK-MEL-5 TRPM1-promoter luciferase, 24 h; % of positive control, neutral wells = 0. hit rate 0.75% among 300,000;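 active = mean activation of at least 80% with every replicate also reaching 80%; inconclusive = mean reaches 80% but some replicate falls short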;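 note: 0% = neutral control wells and 100% = parthenolide positive control wells; values of inactives mirror those of a sister screen read the other way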
An asterisk follows results filed as active; u = inconclusive; x = no result given; & = joins results of further samples.

SMILES	Ecoli viability	SR-BI DiI inh	Wnt act	SR-BI uptake up	AddAB inh	CAL PDZ FP-1	CAL PDZ FP-2	Tat export inh	phage Ecoli inh	MITF TRPM1 HTS
COc1ccc(N2C(=O)CS/C2=C\[N+](=O)[O-])cc1	2.1	-5.5	3.6	5.5	2.4	-1.8	-0.7	-14.8	3.4	-2.9
O=C(/C=C/c1ccc2c(c1)OCCCO2)c1ccc2ccccc2c1O	1.8	-1.9	5.7	2.1	3.5	-5.5	-0.4	6.0	1.3	50.6
CCCCCc1c(C)nc(N2CCc3ccccc32)[nH]c1=O	x	-32.6	x	32.6	x	-4.8	-0.6	-4.8	-1.1	-5.5
CN1CCN(C(=O)c2ccc(C(C)(C)C)cc2)CC1	-1.5	4.1	-0.3	-4.1	-0.3	-3.9	x	-4.3	0.8	-1.2
O=C(NCc1cccnc1)/C(=N\O)c1ccccc1	-1.6	-19.0	x	19.0	-0.5	-1.7	-1.8	-3.4	1.7	9.7
CCCCNC(=O)c1ccc2c(c1)N(CC)C(=O)c1ccccc1S2(=O)=O	-1.6	8.0	-3.7	-8.0	5.0	-3.1	0.9	0.9	4.2	2.0
CC(C)(C)OC(=O)C(Cc1ccc(OC(C)(C)C)cc1)NC(=O)CNC(=O)CNC(=O)OCc1ccccc1 (stereo not drawn)	1.2	-34.2	-0.9	34.2	-0.3	-4.4	0.0	10.5	3.4	-3.4
COc1ccc(C(C)(C)C)cc1NC(=O)COC(=O)c1cc(SC)ccc1Cl	-0.8	-21.0	x	21.0	3.2	1.2	-2.1	1.3	1.9	-0.6
CCOc1cc(C(=O)Nc2ccc(NC(C)=O)cc2)ccc1OCC(=O)N1CCCCC1	-0.3	48.9	-3.3	-48.9	-0.7	2.8	-0.7	-6.1	1.3	20.3
CCCc1c(C(=O)OCC)sc(N)c1C#N	-0.9	3.6	0.7	-3.6	0.6	2.7	0.4	-9.5	3.3	-1.6
CN(C)CCCN(C(=O)C1COc2ccccc2O1)c1nc2cc3c(cc2s1)OCO3 (stereo not drawn)	-0.7	9.3	1.1	-9.3	7.3	x	-1.7	-0.9	-1.6	-16.7
Cc1cccc(C(=O)NCc2nnc3c4ccccc4c(-c4ccccc4)nn23)c1	0.0	11.5	-0.1	-11.5	2.6	1.6	-1.1	14.1	-0.2	-7.0
CC(=O)CCc1c(C)[nH]c2ccccc2c1=O	1.2	-24.7	-0.9	24.7	3.3	7.3	-1.4	-4.7	1.6	4.8
COc1ccccc1NC(=O)C1CCN(c2ncccn2)CC1	-0.9	27.4	-0.9	-27.4	1.9	-0.2	-0.6	4.8	0.9	1.2
Cc1ccc(Cn2c(=O)c3c(ncn3C)n(C)c2=O)cc1	1.9	-0.1	0.6	0.1	1.9	x	-0.8	11.1	3.7	x
CCOc1cc(N2CCOCC2)c(OCC)cc1NC(=O)c1ccc2ncsc2c1	-2.8	18.5	-0.2	-18.5	-0.5	x	0.3	-7.2	1.5	-0.9
CCN1C(=O)N(c2ccc(Cl)cc2)C(C)=CC1(C)C	0.6	-15.4	x	15.4	5.8	-1.3	-0.6	10.1	3.7	-3.5
C[C@H](NC(=O)Cc1cccc2ccccc12)C(=O)N1CCCN(C)CC1	-0.4	-14.3	-0.7	14.3	-0.8	-5.4	-0.2	0.5	-0.1	8.1
Cc1oc2c(Cl)c(Cl)c(O)c(CN(C)C)c2c1C(=O)c1ccc(Cl)cc1	x	16.7	-1.6	-16.7	x	-7.6	-1.2	3.7	2.0	12.7
COc1ccc(-n2c(-c3ccco3)n[nH]c2=S)cc1	2.9	-2.5	-1.8	2.5	4.9	x	0.2	-3.3	1.2	-6.5
CC(C)n1nc(C(=O)OCn2nnc3ccccc3c2=O)c2ccccc2c1=O	-0.5	-15.1	x	15.1	4.4	-3.1	-0.9	-4.6	5.4	16.0
C=CCc1cccc(CNc2nc3ccccc3n2CCC)c1O	3.0	36.5	-13.4	-36.5	4.0	0.7	0.1	-2.9	5.1	x
Cc1[nH]c2ccccc2c1C1C(c2ccccc2)=NN=C(C(C)C)N1O (stereo not drawn)	-2.7	1.7	6.2	-1.7	-0.8	1.2	-0.7	-1.4	2.5	x
COc1ccc(N2C(S)=C(C#N)C(=O)NC23CCCCC3)cc1	-1.1	5.2	-0.8	-5.2	0.6	x	-1.6	-6.9	2.0	-1.0
Cc1ccc(NC(=O)c2cccc(C(F)(F)F)c2)cc1NC(=O)c1[nH]cnc1C(N)=O	-2.4	37.0	-4.5	-37.0	-0.8	-5.7	-0.1	3.8	-0.6	-15.7

The final 5 compounds of the section above open the next one:
SMILES	Ecoli viability	SR-BI DiI inh	Wnt act	SR-BI uptake up	AddAB inh	CAL PDZ FP-1	CAL PDZ FP-2	Tat export inh	phage Ecoli inh	MITF TRPM1 HTS
CC(C)n1nc(C(=O)OCn2nnc3ccccc3c2=O)c2ccccc2c1=O	-0.5	-15.1	x	15.1	4.4	-3.1	-0.9	-4.6	5.4	16.0
C=CCc1cccc(CNc2nc3ccccc3n2CCC)c1O	3.0	36.5	-13.4	-36.5	4.0	0.7	0.1	-2.9	5.1	x
Cc1[nH]c2ccccc2c1C1C(c2ccccc2)=NN=C(C(C)C)N1O (stereo not drawn)	-2.7	1.7	6.2	-1.7	-0.8	1.2	-0.7	-1.4	2.5	x
COc1ccc(N2C(S)=C(C#N)C(=O)NC23CCCCC3)cc1	-1.1	5.2	-0.8	-5.2	0.6	x	-1.6	-6.9	2.0	-1.0
Cc1ccc(NC(=O)c2cccc(C(F)(F)F)c2)cc1NC(=O)c1[nH]cnc1C(N)=O	-2.4	37.0	-4.5	-37.0	-0.8	-5.7	-0.1	3.8	-0.6	-15.7
O=C(c1ccccc1[N+](=O)[O-])N1CCCC(C(=O)N2CCCCCC2)C1 (stereo not drawn)	0.2	u	-1.3	-70.9	-0.5	-3.0	-0.5	-1.8	0.9	x
COCCN(C(=O)COC(=O)c1ccc(C)o1)c1c(N)n(Cc2ccccc2)c(=O)[nH]c1=O	1.0	-5.8	-0.2	5.8	3.4	-21.0	0.1	0.2	5.6	6.8
COc1cccc(-c2c(-c3cc(OC)cc(OC)c3)n(C)c3ccc(-c4cccc5[nH]ccc45)cc23)c1	0.0	9.0	-5.1	-9.0	0.9	-7.1	0.2	5.6	3.8	-8.6
Cc1ccc(-c2nc(CS(=O)CC(=O)N3CCN(c4ncccn4)CC3)c(C)o2)cc1 (stereo not drawn)	2.2	35.0	-1.7	-35.0	-1.6	x	-0.9	1.4	3.5	-14.7
COc1ccc(N(CC(=O)Nc2ccc(C)c(C)c2)S(=O)(=O)c2c(C)n[nH]c2C)cc1	-1.2	11.3	-5.3	-11.3	-0.5	-0.1	-2.4	5.2	1.2	x
COc1cccc(N2CC(O)Cn3c2nc2c3c(=O)n(CCCc3ccccc3)c(=O)n2C)c1 (stereo not drawn)	0.0	26.6	x	-26.6	-1.0	-0.9	-3.1	-14.2	2.3	-10.5
CCCCOc1ccc(C(=O)NCC(=O)NNC(=O)C2COc3ccccc3O2)cc1 (stereo not drawn)	1.1	11.2	-3.1	-11.2	0.8	x	-4.5	-9.7	4.8	1.7
Cc1cccc(C)c1N(CC(O)Cn1c2ccccc2c2ccccc21)S(C)(=O)=O (stereo not drawn)	-1.9	-31.5	x	31.5	-0.9	x	-1.7	15.9	3.3	-9.1
O=C(Nc1cccc(C(F)(F)F)c1)c1ccc(N2CCNCC2)c([N+](=O)[O-])c1	-0.1	51.6	-3.0	-51.6	2.0	-1.7	0.2	-4.5	2.0	-8.3
CN(C)CCOC(c1ccc(Cl)cc1)c1ccccn1 (stereo not drawn)	3.4	-21.7&7.0	4.4&-1.1	21.7&-7.0	3.3	-4.4&-1.0	-0.3&-0.1	6.0&-4.4	2.1&1.9	5.2&-1.5
Cc1ccc(-c2ccc(C(=O)NCc3ccccc3)o2)c2ccccc12	0.7	15.2	-1.0	-15.2	3.4	-1.0	-0.7	-5.1	3.2	-0.9
CC1=CC(C)(C)NC(=S)N1c1ccc([N+](=O)[O-])cc1	x	-21.1	-6.6	21.1	x	x	-1.1	-3.5	1.2	-10.7
NC(=O)c1cc([N+](=O)[O-])c(Cl)cc1NCc1ccncc1	-0.2	16.5	-4.3	-16.5	3.1	-3.5	-0.6	-1.8	1.0	9.9
O=C(O)Cn1c(=O)c2cccn2c2ccccc21	-1.8	-1.5	-1.0	1.5	0.5	9.8	-0.9	13.7	2.8	4.2
CCOC(=O)c1ccc(NS(=O)(=O)c2cc3c4c(c2)CCN4C(=O)CC3)cc1	-0.6	-1.5	-4.3	1.5	-0.6	-2.2	-2.0	-2.1	3.2	0.8
CCN(CC)C(=O)c1cccc(NC(=O)C2CCN(C(=O)c3cccs3)CC2)c1	-2.2	-5.8	-1.6	5.8	-3.5	5.3	-1.7	2.8	2.4	-12.4
O=S(=O)(c1ccc(-c2csc(Nc3ccc(Br)cc3)n2)cc1)N1CCCC1	-1.0	59.9	x	-59.9	1.0	-3.5	-0.3	10.3	2.4	-32.0
CCCCOc1ccc(NC(=O)C(=O)NCCC2=CCCCC2)cc1	-1.6	-2.1	x	2.1	0.4	-1.3	0.0	6.1	2.9	-2.4
O=C1Cc2cc(S(=O)(=O)N3CCCCC3)ccc2N1	-0.9	-11.5	-3.1	11.5	-1.6	x	-0.8	5.4	0.9	x
CCc1ccc(NC(=O)CSc2nc(CSc3ccc(C)cc3)cc(=O)[nH]2)cc1	0.5	x	-7.4	x	4.2	1.6	-3.3	-2.6	0.5	-1.3
CC(Sc1nc(N)cc(=O)[nH]1)C(=O)Nc1nc2c(s1)CCCC2 (stereo not drawn)	0.7	-2.4	1.4	2.4	1.8	-6.0	-2.3	-3.5	1.6	-0.2
COc1cccc(NC(=O)c2ccccc2OCc2c(C)noc2C)c1	x	-12.6	8.4	12.6	x	-2.2	-2.8	-8.7	3.7	6.6
Cc1ccc2cc(C)c(SCC(=O)NCc3ccco3)nc2c1	-0.9	38.3	-1.7	-38.3	-2.4	-1.8	-3.3	0.2	0.5	-4.7

Bioassay records deposited in PubChem by several laboratories.
